Source: PubChem BioAssay (National Center for Advancing Translational Sciences (NCATS))
12-LOX inh: ALOX12 (human) lipoxygenase inhibition. purified 12hLO, xylenol orange hydroperoxide absorbance. Potency, µM (titrated, usually from 108 µM), without a hit: top-dose activity change, negative = inhibition, hits mostly inhibitors. actives 1.1% (n = 580,000). AID 1671190; note: potency is the fitted concentration of half-maximal effect; % is set by controls: 0 for no effect and ±100 for the full control effect
Target sequence (P18054 whole entry, looked up): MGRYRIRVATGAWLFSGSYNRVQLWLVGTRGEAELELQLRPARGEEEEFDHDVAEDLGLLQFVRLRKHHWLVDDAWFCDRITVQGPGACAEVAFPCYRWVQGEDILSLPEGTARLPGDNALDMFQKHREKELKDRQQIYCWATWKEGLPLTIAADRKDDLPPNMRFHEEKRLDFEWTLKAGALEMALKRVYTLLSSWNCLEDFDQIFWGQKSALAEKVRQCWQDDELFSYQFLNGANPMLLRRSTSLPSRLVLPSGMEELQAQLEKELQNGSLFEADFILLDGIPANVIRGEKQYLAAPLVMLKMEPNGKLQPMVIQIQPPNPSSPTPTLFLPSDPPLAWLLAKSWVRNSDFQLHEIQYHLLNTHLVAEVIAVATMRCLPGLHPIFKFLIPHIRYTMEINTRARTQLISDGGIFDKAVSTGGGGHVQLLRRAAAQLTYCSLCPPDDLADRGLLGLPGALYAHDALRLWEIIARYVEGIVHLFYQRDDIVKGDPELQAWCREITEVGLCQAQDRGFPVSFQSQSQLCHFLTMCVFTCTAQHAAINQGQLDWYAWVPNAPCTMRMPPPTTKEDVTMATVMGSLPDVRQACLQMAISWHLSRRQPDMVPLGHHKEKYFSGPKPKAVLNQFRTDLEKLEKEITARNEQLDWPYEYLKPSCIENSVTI
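Purified human 12hLO (150 nM final) in 25 mM Hepes, 0.01% Triton X-100, pH 7.0 was preincubated 15 min at room temperature with compound. Then 40 uM arachidonic acid was added, 30 min. Hydroperoxide was read by Fe-XO absorbance ratio 573/405 nm.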
RGS4 inh: human RGS4 inhibition. actives 0.039% (n = 390,000). Transcreener GDP fluorescence polarization, RGS4-accelerated GTP hydrolysis. P49798. Potency, µM (titrated, usually from 114 µM), without a hit: at the highest dose activity change, negative = inhibition, usual class: inhibitors; note: potency is the fitted concentration of half-maximal effect; % is set by controls: 0 for no effect and ±100 for the full control effect; nearly all actives have a fitted effect of over 75% in size; some results filed as inactive show a strong effect at the top dose
Target sequence (P49798 whole entry, looked up): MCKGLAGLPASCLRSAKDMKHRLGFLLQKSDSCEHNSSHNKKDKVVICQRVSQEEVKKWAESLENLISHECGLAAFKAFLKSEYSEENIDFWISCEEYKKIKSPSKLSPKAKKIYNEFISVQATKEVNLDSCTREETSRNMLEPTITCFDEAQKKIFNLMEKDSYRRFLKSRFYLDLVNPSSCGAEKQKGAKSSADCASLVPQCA
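MLSMR compounds (23 nl, pin-transferred) preincubated 10 min at room temperature with a 500nM (2x) first reagent, then RGS4 at 900nM (2x) plus Transcreener GDP mix added; fluorescence polarization (620/688 nm) read before and after 90 min at 30 °C.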
D2 ag: D2 dopamine receptor (human) agonism; HEK293 T-REx D2 cells, calcium flux agonist mode; AID 485358; actives 0.53% (n = 340,000); activation, % at 2 µM;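 active = activation over 3 SD above normal in the single-dose calcium agonist read, cut at about 30% in these data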; note: 0% is about no effect
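In this primary screen, compounds producing a positive calcium signal within 180 s of addition to tetracycline-induced, force-coupled HEK293 Trex D2 cells are flagged; cells are dye-loaded with a no-wash calcium kit beforehand.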
ERG-DNA inh: ERG Ets/DNA interaction inhibition; P11308; fluorescence polarization, His-ERG Ets domain / labelled DNA; Potency, µM (doses to about 76.9 µM), for the others: at the highest dose FP activity, negative = inhibition, actives largely listed as inhibitors; actives 0.028% (n = 370,000); AID 624246; active = well fitted inhibition curve with a large enough effect in the polarisation, with a control signal flat; inconclusive = small, poorly fitted or top-dose-only effect, or effect the other way, or a change in a side signal; inactive = no such curve, though single readings can be large or run the other way; the % refers to the polarisation;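 note: polarization taken with two DNA probes labelled with fluorescein and Texas red; potency is the fitted concentration of half-maximal effect; % of control where 0% means no effect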
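His-tagged ERG Ets domain (1 uM in the protein solution; 300mM KCl, 50mM Tris-HCl, 1mM EDTA, 1mM DTT, pH 7.5) received compound, then a probe mix of 5 nM fluorescein-DNA and 100nM Texas-615-DNA. Fluorescence polarization was read for both dyes.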
Vif-APOBEC3G blk: blocks the Vif interaction with human APOBEC3G. HeLa A3G-eYFP + Vif (tagged APOBEC3G with the HIV-1 protein that degrades it), YFP fluorescence, overnight. Potency, µM (highest dose often 46.1 µM), without a hit: at the highest dose activity, negative = active, actives largely listed as inhibitors. actives 0.076% (n = 410,000). AID 602310;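 note: potency is the fitted concentration of half-maximal effect; % is set by controls: 0 for no effect and ±100 for the full control effect; nearly all actives have a fitted effect of over 60% in size; hits raise eYFP signal because A3G escapes Vif-driven loss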
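Read-out is eYFP fluorescence (Ex 488/Em 500-530) from Vif-expressing HeLa A3G-eYFP cells; more signal means A3G escaped Vif-mediated degradation. Cells plated overnight, compound pinned in, incubated overnight at 37 deg C.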
GRP78 ERSR act: inducers of ER stress response in human glioma cells; U87-MG GRP78 promoter luciferase reporter, 16 h; Potency, µM, for the others: at the top dose activation, most hits filed as activators; actives 0.02% (n = 420,000); AID 602332; note: potency is the fitted concentration of half-maximal effect; series mostly up to about 76 µM; % of control where 0% means no effect; nearly all actives have a fitted effect of over 35% in size
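ERSR induction read as luciferase luminescence (Bright-Glo, 10 min at room temperature) in stably transfected human U87-MG glioma cells exposed to compounds for 16 h, using GRP78 as sensor.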
D2 antag: D2 dopamine receptor (human) antagonism. P14416. HEK293 TREx D2 cells, calcium flux, dopamine EC80. inhibition, % at 10 µM. actives 2% (n = 340,000); in the data active = inhibition above about 30%; note: 0% is about no effect
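Calcium mobilization kinetics were recorded at 1 s intervals in tetracycline-induced HEK293 T-REx D2 cells, first for 180 s after compound addition and then 180 s after EC80 dopamine.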
Vif-A3F inh: inhibitors of Vif-A3F interaction | HeLa A3F-eYFP + Vif (tagged APOBEC3F with the HIV-1 protein that degrades it), YFP fluorescence increase | actives 0.2% (n = 390,000) | Potency, µM (doses to about 46.1 µM), without a hit: at the highest dose activity, negative = active; note: potency is the fitted concentration of half-maximal effect; % of control where 0% means no effect; nearly all actives have a fitted effect of over 65% in size
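HeLa cells stably expressing Vif plus C-terminally eYFP-tagged A3F were seeded, incubated overnight at 37 deg C, dosed with compound, incubated overnight again at 37 deg C. Yellow fluorescence (Ex 488/Em 500-530) reported blocked Vif-mediated A3F-eYFP degradation.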
LDHA inh: inhibitors of human lactate dehydrogenase A. purified LDHA, NADH/diaphorase-resazurin fluorescence; stronger effect = lower value. activity change, % (values are at about 110 or 230 µM). actives 0.15% (n = 480,000); in the data active = activity change below about -30%; inconclusive = mostly about -25% to -30%;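 note: plate controls were DMSO wells for no effect and wells without enzyme for full effect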
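Enzyme activity of human lactate dehydrogenase 5 (2 nM; 0.06 mM NADH, 0.2 mM pyruvate, 5 min, RT) is measured via a resazurin/diaphorase fluorescence readout of residual NADH.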
* = called active by the depositor; i = inactive; ? = inconclusive; · = no result given; [ ] = dose if it differs, or a comment. Unless noted, calls come from the whole dose curve; as a rule, active = well fitted curve in the direction sought with a large enough effect; inconclusive = small, poorly fitted or top-dose-only effect, or another doubt; inactive = no such curve, though single readings can be large; an effect the other way counts as inactive or inconclusive.

1	N#C/C(=C(/O)CCl)c1nc2ccccc2[nH]1
2	Cc1ccc(CNS(=O)(=O)c2ccc(CN3C(=O)c4cccnc4C3=O)s2)o1
3	COC(=O)c1ccc(Nc2ccc3nonc3c2[N+](=O)[O-])cc1
4	COc1ccc(N(CC(=O)N/N=C/c2cccs2)S(=O)(=O)c2ccccc2)cc1
5	Cn1cc(S(=O)(=O)Cc2ccc(F)cc2)c2ccccc21
6	CCCCNS(=O)(=O)c1ccc2nc(SCC(N)=O)[nH]c2c1

Assay by compound	1	2	3	4	5	6
12-LOX inh	2%	-30%	19%	6%	0%	0%
RGS4 inh	-1%	-27%[56.9 µM]	13%	-14%	7%	-11%
D2 ag	2.0	0.8	0.6	-0.6	·	0.0
ERG-DNA inh	-13%	2%	8%	4%	-4%	9%
Vif-APOBEC3G blk	?	0%	-1%	-6%	1%	0%
GRP78 ERSR act	25µM*	-3%	-3%	-3%	2%	0%
D2 antag	-23	-4	-9	1	·	-2
Vif-A3F inh	-22%	0%	2%	-3%	-9%	10%
LDHA inh	0	-7	-4	-3	-8	-6

7	O=C(CC1Sc2ccccc2NC1=O)NCc1ccc(Cl)cc1 (stereo not drawn)
8	O=C(CNC(=O)c1ccccc1Cl)c1ccccc1
9	CCc1nnc(NC(=O)C(=O)NCCOC(=O)c2ccccc2Cl)s1
10	COc1ccc(Nc2nc(=O)c3cc([N+](=O)[O-])ccc3s2)cc1
11	Cc1ccc(OCCC(=O)Nc2cc(S(=O)(=O)N3CCOCC3)ccc2N2CCCC2)cc1
12	CCn1c(SCc2ccc(C)cc2)nnc1-c1cnccn1

Assay by compound	7	8	9	10	11	12
12-LOX inh	9%	0%	11%	?	22%	13%
RGS4 inh	-30%	-6%	-19%	10%[56.9 µM]	-10%	16%
D2 ag	1.5	0.0	-1.4	-0.5	·	-0.3
ERG-DNA inh	-7%	80%[activator]	·	6%	-6%	-2%
Vif-APOBEC3G blk	1%	-5%	0%	-4%	-12%	-5%
GRP78 ERSR act	-10%	-7%	-2%	5%	-3%	3%
D2 antag	-13	3	-3	-6	·	4
Vif-A3F inh	8%	1%	-7%	2%	2%	1%
LDHA inh	-6	-2	-6	-4	-1	-6

13	CCCCNC(=O)CCCN1C(=O)c2ccccc2Sc2ncccc21
14	Cc1nnc(SCC(=O)N(CC(C)C)C2CCS(=O)(=O)C2)n1N (stereo not drawn)
15	Cc1cc(C)cc(-n2c(SCC(=O)N3CCC(C)CC3)nc3c([nH]c4ccccc43)c2=O)c1
16	O=[N+]([O-])c1cccc(/C=N/N2CCN(Cc3ccccc3)CC2)c1
17	CCc1ccccc1NC(=O)NNC(=O)c1ccc2ccccc2c1O
18	COc1ccc2c(c1)[C@H]1[C@H](CO2)[C@H](c2ccccc2)[C@]2(C)C(=O)N(CC3CCCO3)CC(=O)N12 (stereo partly drawn)

Assay by compound	13	14	15	16	17	18
12-LOX inh	0%	3%	-22%	-5%	i	2%
RGS4 inh	4%	-8%	6%	-2%	-7%	19%
D2 ag	·	0.1	1.3	-0.4	0.0	-0.6
ERG-DNA inh	-1%	-9%	0%	-2%	-7%	-7%
Vif-APOBEC3G blk	-8%	0%	-1%	-7%	-3%	0%
GRP78 ERSR act	-1%	1%	-2%	4%	-6%	-6%
D2 antag	·	18	·	-19	-10	4
Vif-A3F inh	-4%	-7%	5%	-1%	-3%	-3%
LDHA inh	0	-2	5	-11	4	3

19	COc1cccc(-n2nnnc2SCC(=O)NCCc2ccc(OC)c(OC)c2)c1
20	Cc1noc(NS(=O)(=O)c2ccc(NC(=O)c3ccccc3NS(=O)(=O)c3ccc(F)cc3)cc2)c1C
21	CCOc1cccc(-c2nnc(SCC(=O)NC3CC3)n2C)c1
22	CCn1ncc(CN2CCN(C(=O)Nc3ccccc3C(=O)OC)CC2)c1C
23	COc1cc([N+](=O)[O-])ccc1N
24	Cn1c(SCC(=O)c2ccc(O)cc2O)nnc1-c1ccccc1

Assay by compound	19	20	21	22	23	24
12-LOX inh	1%	2%	0%	1%	?	-1%
RGS4 inh	-32%	4%	11%	-35%	-8%	10%
D2 ag	-0.8	·	1.3	-1.0	0.9	-0.6
ERG-DNA inh	-13%	-7%	2%	2%	-18%	14%
Vif-APOBEC3G blk	1%	2%	0%	0%	1%	4%
GRP78 ERSR act	-7%	-4%	-4%	-6%	-3%	-1%
D2 antag	-3	·	-1	-19	-1	25
Vif-A3F inh	-9%	5%	0%	-1%	15%	-13%
LDHA inh	-4	-15	-2	0	1	-10

25	NC(=O)C1CCCc2c1n(Cc1ccccc1)c1ccccc21 (stereo not drawn)
26	C=CCNc1ccc(N2C(=O)CCCC2=O)cc1[N+](=O)[O-]
27	Cc1cccc(Nc2nc(N)nc(CN3CCC(C)CC3)n2)c1C
28	COc1cc(/C=N/NC(=O)CSc2ccccn2)ccc1O
29	CC(=O)c1sc(NC(=O)CCCOc2ccccc2C)nc1C
30	NC(=NC(=O)c1ccccc1)N1CCN(C(c2ccccc2)c2ccccc2)CC1

Assay by compound	25	26	27	28	29	30
12-LOX inh	2%	-9%	23%	23%	1%	0%
RGS4 inh	-8%	6%	-5%	2%	8%	23%
D2 ag	1.1	-0.8	0.5	0.2	-0.7	-0.1
ERG-DNA inh	-6%	4%	·	0%	4%	3%
Vif-APOBEC3G blk	-4%	2%	1%	5%	1%	-2%
GRP78 ERSR act	-5%	-3%	-4%	2%	13%	?
D2 antag	-32	9	7	-2	-5	4
Vif-A3F inh	8%	-7%	-1%	0%	-1%	?
LDHA inh	-5	-3	-13	-1	-5	-15

31	COc1cccc(C(=O)Nc2cc(S(=O)(=O)N3CCCCC3)ccc2OC)c1
32	Cn1nc(-c2ccccc2)c(-c2nc(-c3cccc(Cl)c3)no2)c1Cl
33	O=C(Nc1nc2ccccc2[nH]1)c1ccc(Cl)c([N+](=O)[O-])c1
34	CC(=O)N1CCc2c(sc3c2c(=O)n(-c2ccccc2Cl)c(=O)n3Cc2cccc(C)c2)C1
35	O=C(O)C1Sc2[nH]c(=O)sc2C2c3ccc(O)cc3OC(=O)C12 (stereo not drawn)
36	Cc1nc(NC(=S)NC(=O)c2cncc(Br)c2)ccc1Br

Assay by compound	31	32	33	34	35	36
12-LOX inh	-1%	-18%	0%	?	?	8%
RGS4 inh	17%	-10%[11.4 µM]	-35%	-16%	?	?
D2 ag	-1.2	0.4	2.3	-0.4	1.5	0.6
ERG-DNA inh	2%	0%	3%	-6%	14%	-7%
Vif-APOBEC3G blk	3%	0%	2%	-5%	-2%	0%
GRP78 ERSR act	-4%	-4%	9%	5%	-2%	2%
D2 antag	4	-15	19	·	-7	-4
Vif-A3F inh	11%	-1%	-25%	3%	12%	-1%
LDHA inh	-3	-3	-1	4	8	-4

37	COC(=O)[C@H](Cc1ccccc1)NC(=O)NCCC1=CCCCC1
38	COc1ccc(S(=O)(=O)c2nnn(-c3cc(Cl)c(OC)cc3OC)c2C)cc1
39	CN(C)CCCN(C(=O)c1ccc(Br)s1)c1nc2cc3c(cc2s1)OCCO3
40	COc1c(Cl)cc(Cl)cc1/C=C(\C#N)c1nc2ccccc2[nH]1
41	COc1ccc(NC(=O)C2CCCN(S(=O)(=O)c3c(C)n[nH]c3C)C2)c(OC)c1 (stereo not drawn)
42	Cn1c(=O)c(=O)n(C)c2cc(S(=O)(=O)NCCc3ccccc3)ccc21
43	CN(c1ccccc1C(=O)Nc1ccc(S(=O)(=O)N2CCCC2)cc1)S(C)(=O)=O
44	O=C(Nc1ccc(Oc2ccc(S(=O)(=O)N3CCOCC3)cn2)cc1)c1ccco1
45	Cc1nnc(SCC(=O)Nc2ccc3c(c2)OCO3)o1

Assay by compound	37	38	39	40	41	42	43	44	45
12-LOX inh	-14%	-22%	?	-24%	0%[57.4 µM]	3%	4%	-7%	26%
RGS4 inh	9%	-18%	0%	5%	-9%	-17%	-11%	2%	4%
D2 ag	-0.7	4.0	0.5	-0.4	0.2	·	-0.2	4.4	0.7
ERG-DNA inh	0%	1%	-5%	0%	-3%	-9%	·	-4%	3%
Vif-APOBEC3G blk	0%	0%	-22%	4%	-1%	0%	-4%	-8%	-1%
GRP78 ERSR act	0%	-1%	-5%	1%	-5%	-3%	0%	-2%	1%
D2 antag	-12	·	-21	·	-4	·	7	-12	-5
Vif-A3F inh	-7%	-1%	?	?	0%	-8%	0%	-14%	-8%
LDHA inh	6	5	-1	0	4	-4	-4	-3	1

A portion of the library (hit frequency here may not be typical).
